AID2073: inhibitors of Mint1-CaV2.2 protein interaction, biochemical, HTRF (AID 2073); inhibition, % at 20 µM; hits with a dose series show IC50 in µM; Voltage-dependent N-type calcium channel subunit alpha-1B (Homo sapiens); HTRF protein-protein interaction, Mint1-CaV2.2; higher % means a stronger effect; 290,000 tested, 0.19% active; in the data active = inhibition mostly above about 51%, no sharp cut-off; note: some results filed as inactive read as strong as hits
NOD1 NF-kB reporter: NOD1 signaling inhibitors, primary screen, cell-based, luminescence, uHTS (AID 1578); NOD1-driven NF-kB luciferase reporter cells, luminescence; higher % means a stronger effect; one-dose inhibition, % at 4 µM; EC50 in µM for titrated hits; 290,000 tested, 1% active; in the data active = inhibition mostly above about 36%, no sharp cut-off; inactive = mostly below about 34%;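 note: HEK-293T reporter cells stimulated with the NOD1 agonist gamma-tri-DAP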
HIV fusion peptide: inhibitors of HIV fusion peptide binding, primary screen, biochemical, uHTS, fluorescence dequenching (AID 1986); 290,000 tested, 0.3% active; one-dose inhibition, % at 20 µM; IC50 in µM for titrated hits; cell-free peptide binding, fluorescence dequenching, 30 min; higher % means a stronger effect; in the data active = inhibition mostly above about 52%, no sharp cut-off; inactive = mostly below about 76%; note: some results filed as inactive read as strong as hits
KOR beta-arrestin-1: KOR agonists, beta-arrestin recruitment, primary screen, cell-based, luminescence, uHTS (AID 1777) | Kappa-type opioid receptor (Homo sapiens) | KOR beta-arrestin recruitment, luminescence; higher % means a stronger effect | one-dose activation, % at 10 µM; EC50 in µM for titrated hits | 280,000 tested, 0.02% active; in the data active = activation above about 50%, passing the limit was not always enough; note: a part of the inactive calls stands beside numbers as strong as those of hits
GPR55 LPI antagonism: GPR55 antagonists blocking LPI-driven arrestin recruitment, primary screen, imaging, U2OS, beta-arrestin-GFP, LPI agonist (AID 2013) | inhibition, % at 10 µM; hits with a dose series show IC50 in µM | G-protein coupled receptor 55 (Homo sapiens) | 290,000 tested, 0.13% active | U2OS GPR55 beta-arrestin-GFP translocation imaging, LPI antagonism; higher % means a stronger effect;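 active = spots per cell inhibited over 60%, with over 100 cells counted and total cytoplasm intensity under 500,000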;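 note: U2OS cells stably carrying GPR55 and arrestin-GFP stimulated by 5 µM LPI near EC80; imaged beta-arrestin-GFP aggregate spots per cell after agonist stimulation; plate controls were LPI-stimulated DMSO wells for no effect and DMSO wells without LPI for full effect; some results filed as inactive read as strong as hits; confirmed hits need IC50 under 10 µM and bright autofluorescent wells are also inconclusive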
GPR55 beta-arrestin: GPR55 agonists via beta-arrestin recruitment, primary screen, imaging, U2OS cells, beta-arrestin-GFP redistribution (AID 1961); G-protein coupled receptor 55 (Homo sapiens); U2OS GPR55 beta-arrestin-GFP redistribution imaging; higher % means a stronger effect; activation, % at 10 µM; hits with a dose series show EC50 in µM; 290,000 tested, 0.048% active;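 active = activation above 40% with more than 50 cells counted in the well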;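 note: U2OS osteosarcoma cells stably expressing GPR55 and beta-arrestin-GFP; plate controls were DMSO negative control for no effect and LPI positive control for full effect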
KOR beta-arrestin-2: KOR antagonists, beta-arrestin recruitment, cell-based, luminescence, uHTS (AID 1778) | Kappa-type opioid receptor (Homo sapiens) | KOR beta-arrestin recruitment, luminescence, antagonist mode; higher % means a stronger effect | inhibition, % at 10 µM, or IC50 in µM where a hit was titrated | 290,000 tested, 0.091% active; in the data active = inhibition above about 50%; note: strong numbers were not always called active
GPR35 arrestin U2OS: GPR35 antagonists blocking zaprinast-driven arrestin recruitment, primary screen, imaging, U2OS, beta-arrestin-GFP, zaprinast agonist (AID 2058) | one-dose inhibition, % at 10 µM; IC50 in µM for titrated hits | 290,000 tested, 0.052% active | G-protein coupled receptor 35 (Homo sapiens) | U2OS GPR35 beta-arrestin-GFP translocation imaging, zaprinast antagonism; higher % means a stronger effect;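 active = inhibition of at least 50% with at least 30 cells and total cytoplasm GFP at most 10,000,000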
Siah-1 displacement: Siah-1 peptide-binding antagonists, primary screen, biochemical, fluorescence polarization, rhodamine-plectin, uHTS (AID 1817). Siah-1 / rhodamine-plectin peptide fluorescence polarization; higher % means a stronger effect. displacement, % at 20 µM, or IC50 in µM where a hit was titrated. 290,000 tested, 0.02% active. E3 ubiquitin-protein ligase SIAH1 (Homo sapiens);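 active = displacement of at least 50% at 20 µM, with a fluorescence ratio check between 0.3 and a set limit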;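 note: plate controls were Siah plus tracer with DMSO for no effect and tracer alone without Siah for full effect; strong numbers were not always called active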
The depositor's hits bear a star; . = no result given; [ ] = another dose, or the depositor's remark. Some of the compounds tested. The share of hits here may be higher or lower than overall.

SMILES	AID2073	NOD1 NF-kB reporter	HIV fusion peptide	KOR beta-arrestin-1	GPR55 LPI antagonism	GPR55 beta-arrestin	KOR beta-arrestin-2	GPR35 arrestin U2OS	Siah-1 displacement
Cc1nnc(C)c2c(C)n(-c3ccc(Cl)c(N)c3)c(C)c12	-10%	-2%	-2.8%	0.8%	1%	0.0%	-36%	2%	0%
COCCn1c(SCC(=O)N2CCc3ccccc3C2)nc2ccccc2c1=O	4%	-15%	4.3%	-6.0%	6%	-0.2%	17%	-10%	5%
O=c1c(-c2ccccc2)c(O)nc(SCCN2CCOCC2)n1-c1ccccc1	-8%	-29%	0.3%	0.0%	1%	-0.5%	-28%	22%	1%
O=C(c1cnn2c(C(F)F)cc(-c3ccccc3)nc12)N1CCOCC1	16%	-39%	-2.7%	-3.2%	-4%	-0.3%	-19%	8%	-2%
CCOc1cc(NC(=O)c2ccccn2)c(OCC)cc1NC(=O)c1ccc(OC)cc1	28%	-10%	-1.6%	-3.4%	0%	0.2%	-28%	-4%	3%
CC(C)(C)c1ccc(OCCNC(=O)Cc2ccc(F)cc2)cc1	-9%	10%	1.6%	2.0%	11%	0.3%	-71%	1%	-4%
Cc1cccc(N2CCN(c3nc4ccccc4n4cnnc34)CC2)c1C	12%	5%	5.9%	3.0%	-10%	2.1%	4%	9%	1%
O=C(Nc1ccncc1)c1ccc2ccccc2c1	11%	-26%	-1.0%	.	-3%	-0.1%	-36%[20 µM]	4%	2%
Nc1ccc2oc(C3CCCCC3)nc2c1	-7%	11%	-3.1%	.	6%	-0.1%	-41%[20 µM]	4%	1%
O=C(CC12CC3CC(CC(Br)(C3)C1)C2)Nc1nncs1	6%	-14%	-0.2%	-4.7%	-4%	-0.2%	-25%	5%	9%
CN(Cc1ccccc1)C(=O)COC(=O)c1ccc2ccccc2n1	-3%	-12%	-1.1%	-3.1%	3%	-0.5%	22%	6%	-9%
CC(C)C(=O)Nc1ccc(C(=O)NNC(=O)c2ccco2)cc1	1%	-8%	0.5%	5.1%	4%	-0.1%	-12%	-19%	2%
O=C1CC(SCCc2nc3ccccc3[nH]2)C(=O)N1c1ccc(Cl)cc1 (configuration not stated)	-2%	.	-0.2%	-2.4%	25%	0.3%	22%	-3%	3%
CCOC(=O)N1CCN(C(=O)c2ccc3c(c2)N=C(C)c2cc(Cl)ccc2S3)CC1	0%	-9%	-0.1%	4.9%	-12%	-0.2%	4%	-19%	-1%
Clc1cccc(Cl)c1C[n+]1ccc2ccccc2c1	-4%	-8%	36%	-0.6%	-1%	0.0%	4%	-3%	0%

Single records, from the list above:
`CN(Cc1ccccc1)C(=O)COC(=O)c1ccc2ccccc2n1` in the list: AID2073: -3%; NOD1 NF-kB reporter: -12%; HIV fusion peptide: -1.1%; KOR beta-arrestin-1: -3.1%; GPR55 LPI antagonism: 3%; GPR55 beta-arrestin: -0.5%; KOR beta-arrestin-2: 22%; GPR35 arrestin U2OS: 6%; Siah-1 displacement: -9%
`CCOc1cc(NC(=O)c2ccccn2)c(OCC)cc1NC(=O)c1ccc(OC)cc1` in the list: AID2073: 28%; NOD1 NF-kB reporter: -10%; HIV fusion peptide: -1.6%; KOR beta-arrestin-1: -3.4%; GPR55 LPI antagonism: 0%; GPR55 beta-arrestin: 0.2%; KOR beta-arrestin-2: -28%; GPR35 arrestin U2OS: -4%; Siah-1 displacement: 3%

(list continues)
SMILES	AID2073	NOD1 NF-kB reporter	HIV fusion peptide	KOR beta-arrestin-1	GPR55 LPI antagonism	GPR55 beta-arrestin	KOR beta-arrestin-2	GPR35 arrestin U2OS	Siah-1 displacement
N/C(=N\OC(=O)Cc1ccccc1)c1ccc([N+](=O)[O-])cc1	-11%	-17%	1.2%	-2.0%	4%	0.5%	.	0%	-4%
CC(=C/c1ccco1)/C=N/NC(=O)c1nnn(-c2nonc2N)c1CN(C)C	28%	-31%	5.1%	-3.2%	4%	-0.1%	-9%	-3%	0%
O=C(CCC(=O)Nc1cccc([N+](=O)[O-])c1)NCc1ccccc1	-1%	-15%	1.8%	-2.4%	10%	-0.2%	-20%	13%	0%
CCn1c(-c2ccncc2)n[nH]c1=S	34%	-14%	3.0%	-0.8%	-20%	-0.1%	0%[20 µM]	-2%	-3%
CCCCSc1cc(=O)[nH]c(N)n1	-5%	-12%	0.0%	0.4%	-2%	-0.1%	14%	16%	10%
Cc1ccc(NC(=O)N2CCC(C(=O)Nc3ccc(C)cc3C)CC2)cc1	7%	-5%	1.4%	2.0%	4%	-0.4%	8%	-8%	-5%
CCC(=O)N1CCN(c2ccc(Cl)cc2NC(=O)c2ccc(N3CCCC3)c([N+](=O)[O-])c2)CC1	16%	-23%	-2.4%	2.2%	6%	-0.2%	7%	4%	0%
CC(C)(C)n1nnnc1C(c1cccnc1)N1CCOCC1 (configuration not stated)	6%	-32%	-1.3%	-3.3%	9%	0.9%	-2%[20 µM]	2%	0%
CC1CCN(c2ccc(C(=O)Nc3ccc4c(c3)OCO4)cc2[N+](=O)[O-])CC1	-5%	-15%	-3.6%	7.1%	13%	0.0%	6%	4%	8%
Cc1cc(C)n(-c2nncn2/N=C/c2ccccc2F)n1	-2%	-27%	10%	0.1%	10%	-0.1%	-36%	1%	-4%
Cc1ccc(C(=O)NCCNC(=O)c2ccco2)cn1	10%	-29%	-1.3%	-4.7%	0%	-0.2%	-5%	-2%	0%
O=C(NCCCNC(=O)c1ccc(Cl)cc1Cl)c1ccco1	12%	-17%	-1.1%	-4.9%	-1%	-0.2%	-2%	10%	-8%
Cc1nnc(SCC(=O)Nc2sccc2C#N)n1Cc1ccccc1	1%	7%	18%	-2.0%	-7%	0.0%	6%	-3%	-8%
COc1ccc(CNc2cc(NCCCO)c([N+](=O)[O-])c3nonc23)cc1	12%	48%*	-3.3%	2.3%	5%	0.1%	23%	-7%	-7%
Cc1ccc(C)c(OCc2nc3ccccc3[nH]2)c1	0%	-56%	0.6%	-0.5%	17%	-0.3%	11%	9%	-3%

NOD1 NF-kB reporter: hit marks shown above.
SMILES	AID2073	NOD1 NF-kB reporter	HIV fusion peptide	KOR beta-arrestin-1	GPR55 LPI antagonism	GPR55 beta-arrestin	KOR beta-arrestin-2	GPR35 arrestin U2OS	Siah-1 displacement
COc1ccc(CNc2cc(NCCCO)c([N+](=O)[O-])c3nonc23)cc1	12%	48%*	-3.3%	2.3%	5%	0.1%	23%	-7%	-7%

(next part)
SMILES	AID2073	NOD1 NF-kB reporter	HIV fusion peptide	KOR beta-arrestin-1	GPR55 LPI antagonism	GPR55 beta-arrestin	KOR beta-arrestin-2	GPR35 arrestin U2OS	Siah-1 displacement
O=C(O)/C=C/C(=O)Nc1ccc(OC(F)F)cc1	7%	-16%	-0.9%	4.5%	12%	-0.5%	-5%	2%	7%
CCOc1ccccc1OCCn1nnc2ccccc21	2%	-8%	-0.8%	-1.1%	16%	-0.1%	-47%	14%	-7%
CCOC(=O)c1cccc(S(=O)(=O)N2CCOCC2)c1	13%	-21%	-0.1%	-4.4%	-14%	0.0%	-11%	7%	-1%
O=C(Nc1cccc(-n2cccn2)c1)C1CCCN(Cc2ccccc2F)C1 (configuration not stated)	1%	-18%	-0.2%	-0.1%	-28%	0.0%	-3%	0%	-5%
Cc1c(C(=O)N2CCCCC2)c(S(=O)(=O)NCc2ccc(F)cc2)c(C)n1C	-8%	-23%	-0.3%	-1.2%	2%	-0.3%	-31%	2%	4%
CCCCn1c(C(C)NC(=O)c2cccs2)nc2ccccc21 (configuration not stated)	-3%	1%	0.7%	-0.5%	-5%	-0.3%	21%	1%	-1%
CNC(=O)c1c(NC(=O)c2cccc(N3C(=O)CCC3=O)c2)sc2c1CCC2	25%	5%	3.1%	3.9%	-6%	0.3%	-10%	20%	-3%
CC(=O)N(CCN1CCOCC1)Cc1cc2cc3c(cc2nc1Cl)OCO3	47%	-12%	-1.1%	.	8%	-0.1%	-27%[20 µM]	14%	-1%
COc1ccccc1NC(=O)c1ccc(CN(c2cc(Cl)ccc2C)S(=O)(=O)c2ccccc2)cc1	18%	-154%	4.2%	0.3%	14%	-0.2%	13%	4%	1%
CCOC(CNC(=O)C(=O)Nc1cc2c3c(c1)CCN3C(=O)CC2)OCC	41%	-9%	-2.3%	14%	-9%	0.3%	-10%	-4%	-3%
O=C(CCn1nc(-c2ccc(Cl)cc2)ccc1=O)N1CCN(c2ccccn2)CC1	0%	-10%	1.4%	-3.2%	-4%	1.0%	15%	10%	3%
COC(=O)c1c(N2C(=O)[C@H]3[C@@H](C2=O)[C@]2(C(=O)Nc4ccccc42)N2CCC[C@@H]32)sc(C)c1C	16%	6%	4.4%	-0.4%	8%	-0.3%	10%	-4%	5%
COCCn1c(N)c(C(=O)NS(=O)(=O)c2ccc(C)cc2)c(=O)[nH]c1=O	-8%	-2%	-1.1%	-4.1%	4%	0.3%	6%	7%	-7%
Cc1cc(C)nc(N(C#N)CC(=O)c2ccccc2)n1	-5%	-7%	-2.1%	0.5%	-4%	0.0%	-10%	11%	-3%
O=C(CSc1nc2[nH]ncc2c(=O)[nH]1)N1CCCCC1	0%	-2%	1.4%	-3.6%	-8%	-0.3%	0%	-2%	0%
CCOC(=O)c1ccc(NC(=O)C2CCN(C(=O)c3ccc(OC)c(OC)c3)CC2)cc1	-9%	16%	1.0%	-3.1%	6%	-0.4%	-19%	4%	-7%
O=C(NCc1cccnc1)C(=O)NCC1OCCCN1S(=O)(=O)c1ccc(Cl)cc1 (configuration not stated)	1%	-35%	0.2%	-0.3%	-2%	1.0%	16%	-14%	-2%
CCC(=O)Nc1ccc(NCc2ccc(-c3ccccc3)cc2)cc1	0%	0%	0.1%	-1.1%	.	0.3%	12%	0%	0%
COc1cc(S(=O)(=O)n2nc(C)cc2C)c(OC)cc1Cl	-1%	-6%	-0.4%	-5.8%	15%	0.3%	15%	10%	-2%
Cc1cc(NC(=O)c2ccc3c(c2)OCCO3)no1	5%	37%	-2.8%	-1.6%	15%	-0.3%	32%	-16%	-3%
COc1ccc(CNC(=O)CNS(=O)(=O)c2cccc(C#N)c2)cc1OC	8%	9%	-0.8%	-2.2%	8%	0.0%	8%	20%	-7%
Cc1cc(N2CCOCC2)nc2ccc(NC(=O)C3CCC(C)CC3)cc12 (configuration not stated)	6%	-33%	4.0%	-0.8%	2%	0.3%	16%	0%	-1%
NS(=O)(=O)c1ccc2nc(NC(=O)c3ccc4ncsc4c3)sc2c1	41%	-9%	-0.5%	-2.3%	6%	0.0%	2%	4%	-2%
CC(C)CCN1CC(C(=O)NC(C)C)CC1=O (configuration not stated)	0%	.	0.7%	2.3%	15%	-0.4%	-2%	3%	0%
COC(=O)Oc1cncc(C(=O)O)c1	-5%	10%	-1.6%	-4.6%	4%	0.0%	4%	-8%	-6%
